From PubChem BioAssay
Dynein transport = inhibitors of GR-EGFP nuclear translocation, primary screen, dynein cargo transport inhibitor project, imaging, high-content, 3617.4 mouse cells; test concentration mostly 20 µM; stimulated with dexamethasone, 1 µM; hits give low values; z-score, hits read low; 220,000 tested, 0.47% active; AID 1381, 2008;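 active means plate z-score of nuclear minus cytoplasmic receptor signal below a set negative limit, without overly bright fluorescence or cell loss, cut at about -3.5 in these data, passing the limit was not always enough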;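 further: z-score of nuclear minus cytoplasmic ring GR-EGFP intensity difference per well; some compounds called inactive have numbers as strong as hits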
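Buffer or medium: tet-free, stripped-serum medium; reagent: dexamethasone at 1.0 µM final, 30 min; incubation: 48 h induction, 1 h compound, 30 min dex at 37 °C; measured by: formaldehyde fixation, Hoechst nuclear stain, 10x automated fluorescence imaging; read-out: nuclear-to-cytoplasmic GR-EGFP distribution per well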
bCat nuc transl = modulators of beta-catenin nuclear translocation, primary screen, imaging, HeLa cells, immunofluorescence, high-content. nuclear translocation activity, % at 5 µM. 190,000 tested, 0.3% active. AID 1665, 2009;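 active means nuclear translocation activity above 50% at 5 µM, with a well cell count of 50 or more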;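 further: per-cell ratio of nuclear to cytoplasmic median beta-catenin stain intensity; plate controls were DMSO negative control for no effect and GSK-3 inhibitor IX positive control for full effect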
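System: Human HeLa cells, endogenous beta-catenin | Compound dosing: 5 µM primary, 0.02–20 µM confirmation | Timing: 24 h compound exposure at 37°C, 5% CO2 | Measured by: Fluorescence imaging of beta-catenin antibody stain plus DAPI | Read-out basis: % activation of per-cell nuclear versus cytoplasmic median beta-catenin signal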
WT yeast gro inh = growth inhibition of WT strain, primary screen, mitochondrial fusion inhibitor project, WT and mutant strains, chemical genetic; mitochondrial fusion phenotypic screen; inhibition, % at 10 µM; 190,000 tested, 2.1% active; AID 1362, 2008; in the data active means inhibition above about 58%; tested in S. cerevisiae
Autophagy mod = autophagy modulators in MEF cells, primary screen, imaging, high-content, MEF GFP-LC3. MEF GFP-LC3 puncta imaging; test concentration mostly 10 µM. calls only at 10 µM (by protocol). 190,000 tested, 0.98% active;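 active means percentage of spot-positive cells more than 3 SD above its plate mean, without a fluorescence outlier flag or 80% toxicity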;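 further: spot-positive cell cutoff set from DMSO-treated cells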
Yfh1-depleted yeast = enhancers of respiration in Yfh1-depleted yeast, dose response, Friedreich's ataxia, plus single-dose screen (AID 1465); S. cerevisiae Yfh1-off respiration, WST-1 reduction, 72 h; higher fold induction means a stronger effect; fold induction at 50 µM; hits with a dose series show EC50 in µM; 220,000 tested, 0.074% active;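 active means fold induction of absorbance versus untreated yeast above a set limit, then at least 30% activation at any dose in follow-up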;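 further: activators that raise dye reduction in frataxin-depleted yeast; strong numbers were not always called active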
MT stabilize HCS = microtubule stabilizers in HeLa cells, primary screen, imaging, high-content imaging | HeLa tubulin immunostaining HCS, 24 h; share of cells brighter than vehicle mean+2SD | % tubulin-high responders, % at 10 µM | 200,000 tested, 0.83% active | AID 2205, 2009;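 active means plate Z-score above 3 for both tubulin-high and condensed-nucleus cell shares, with cell loss under 80%, at 10 µM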;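 further: anti alpha tubulin signal scored within the nucleus-defined area of each cell; some results filed as inactive read as strong as hits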
Insulin prom up = insulin promoter activators in MIN6 cells, imaging, high-content screening, mouse beta cells; MIN6 insulin promoter-GFP reporter; hits give high values; z-score at 5 µM; 190,000 tested, 0.3% active;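 active means z-score above 3 at 5 µM with at least 500 cells counted in the well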
HEK293 NOD2/NF-kB = NOD2 signaling inhibitors, cell-based, luminescence, uHTS, HEK293 (AID 1566); HEK293 NOD2/NF-kB luciferase reporter, luminescence; higher % means a stronger effect; inhibition, % at 4 µM; hits with a dose series show EC50 in µM; 290,000 tested, 0.63% active; in the data active means inhibition above about 50%; further: many of its hits are not listed in these tables
Hep lipid drop = inhibitors of hepatocyte lipid droplet formation, primary screen, imaging, high-throughput imaging, BODIPY stain. inhibition, % at 6.5 µM. AID 1656, 2009. AML12 mouse hepatocytes, oleate lipid droplets. 240,000 tested, 0.4% active;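 active means lipid droplet intensity inhibited by at least 50%, with more than 500 cells counted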
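Technique: fluorescence imaging, 20x objective, two fields per well / Assay system: AML12 hepatocytes (mouse) / Measure: % inhibition of lipid droplet signal / Doses: 6.5 µM single-point dosing / Incubation: overnight exposure / Reagent: 100 µM oleic acid challenge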
WT yeast gro inh mutant strain = recorded beside WT yeast gro inh, whose call it bears; inhibition, %; mitochondrial fusion phenotypic screen, mutant strain inhibition
Dynein transport cytoplasmic EGFP = also measured in Dynein transport; calls as there; z-score; measured here: cytoplasmic GR-EGFP intensity; hits give high values
Dynein transport nuclear GR-EGFP = recorded beside Dynein transport, whose call it bears; z-score; measured here: nuclear GR-EGFP intensity;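 lower value marks the stronger effect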
Dynein transport cell count = further read-out of Dynein transport, marked with its call; z-score; measured here: cell count per field
Insulin prom up cell count = further read-out of Insulin prom up, marked with its call; cell count; measured here: cytotoxicity, nuclei count;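 total cells summed across four imaged fields per well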
Hep lipid drop cells 6.5 µM = also measured in Hep lipid drop; calls as there; cell count; measured here: cell count, cytotoxicity flag;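 cells counted across two imaged fields per well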
bCat nuc transl cell count 5 µM = also measured in bCat nuc transl; calls as there; cell count; measured here: cell count, cytotoxicity flag
MT stabilize HCS Hoechst-high % = second read-out of MT stabilize HCS, no call of its own (marks repeat the call); % Hoechst-high responders; measured here: nuclear condensation Hoechst responders;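 share of cells brighter than vehicle mean plus two SD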
MT stabilize HCS cytotoxicity % = second read-out of MT stabilize HCS, no call of its own (marks repeat the call); toxicity, %; measured here: cytotoxicity by cell density;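 0% = mean cell density of plate MIN control wells and 100% = no cells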
Autophagy mod cell loss 18 h = further read-out of Autophagy mod, marked with its call; toxicity, %; measured here: cell loss, nuclei count;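 cell loss after 18 h compound exposure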
Active calls of the source: *; i = inactive; · = no result given. A portion of the library (hit frequency here may not be typical).

Second line of a record – Dynein transport | Dynein transport cytoplasmic EGFP | Dynein transport nuclear GR-EGFP | Dynein transport cell count | bCat nuc transl | bCat nuc transl cell count 5 µM | WT yeast gro inh | WT yeast gro inh mutant strain | Autophagy mod | Autophagy mod cell loss 18 h | Yfh1-depleted yeast | MT stabilize HCS | MT stabilize HCS Hoechst-high % | MT stabilize HCS cytotoxicity % | Insulin prom up | Insulin prom up cell count | HEK293 NOD2/NF-kB | Hep lipid drop | Hep lipid drop cells 6.5 µM
CCOC(=O)C1=C(C)OC(N)=C(C#N)C1c1cncc(-c2ccc(F)cc2)c1 (stereo not drawn)
  -3.9* | 0.28* | -1.42* | -0.136* | -1.1 | 544 | 7.5 | 14.1 | i | 10.5 | i | 2.8 | 2.2 | 4.8 | 0.35 | 1361 | -19.0% | -2.2 | 619
COc1ccc(NC(=O)c2ccccc2NC(=O)c2ccco2)c(OC)c1
  -0.692 | -0.139 | -0.014 | 0.278 | -1.9 | 866 | 22.8 | 27.8 | i | 6.2 | i | 1.8 | 2.3 | 17.1 | -0.15 | 1428 | -22.4% | · | ·
COc1cc2c(cc1NCc1ccccn1)oc1ccccc12
  -0.162 | -0.22 | 0.218 | 0.952 | -0.8 | 1187 | 12.8 | 2.2 | i | -4.1 | i | 3.9 | 2.9 | 7.9 | · | · | 15.5% | 6.7 | 755
N#Cc1c(SCc2ccc(Cl)cc2)sc(C(=O)c2ccccc2)c1N
  1.13 | -0.188 | 0.53 | -0.0283 | -2.7 | 869 | 20.9 | 14.5 | i | -3.8 | i | 4.4 | 1.6 | 3.4 | 0.3 | 1322 | 21.3% | · | ·
CC(C)(C)c1cc(C(F)(F)F)c(C#N)c(=O)[nH]1
  0.641 | -0.174 | 0.602 | -0.127 | -1.3 | 1084 | -6.5 | -8.5 | i | -8.1 | i | 3.7 | 1.8 | 4.5 | 0.26 | 872 | 19.7% | 3.7 | 760
COc1ccccc1Nc1cc(N2CCOCC2)c2nonc2c1[N+](=O)[O-]
  -0.452 | -0.0769 | 0.26 | 0.673 | -1.1 | 1061 | 10.0 | -4.8 | i | 14.0 | i | 16.4* | 27.4* | 19.1* | -2.04 | 1548 | -2.0% | -1.4 | 708
Cc1ccc(C)c(N2CCN(C(=O)c3cn(C)c4ccc(S(=O)(=O)N(C)C)cc4c3=O)CC2)c1
  0.119 | -0.141 | 0.269 | -0.517 | · | · | -3.9 | -5.0 | i | 1.2 | i | 4.7 | 3.6 | 3.8 | -0.62 | 1006 | 15.6% | · | ·
CCCS(=O)(=O)c1c(S(=O)(=O)CCC)c2c3ccccc3ccn2c1C(=O)OC
  -0.968 | -0.28 | -0.617 | 0.884 | -4.0 | 490 | 8.5 | 6.6 | i | -4.1 | i | 3.0 | 2.0 | 6.2 | · | · | 1.7% | -59.2 | 717
O=C(NCCC1=CCCCC1)Nc1ccc2nsnc2c1
  1.55 | -0.274 | 0.776 | -0.492 | -0.6 | 1588 | 13.5 | -1.8 | i | 5.2 | i | 3.5 | 1.8 | 3.4 | 0.33 | 1568 | -134.3% | -12.1 | 634
Cn1c(=O)c2cn(-c3ccccc3)cc2n(C)c1=O
  -0.257 | -0.265 | -0.976 | -0.0971 | 0.2 | 1323 | 6.8 | 0.7 | i | 0.5 | i | 2.7 | 1.4 | 5.3 | -0.46 | 1562 | 7.7% | · | ·
CCCNC(=O)CN(Cc1ccccc1F)S(=O)(=O)c1ccc(C)cc1
  -0.773 | 0.383 | -0.0164 | 0.715 | -3.2 | 1155 | -13.2 | -40.4 | i | -4.0 | i | 2.2 | 1.5 | 5.2 | -0.34 | 947 | 3.0% | 1.7 | 776
Cc1ccnn1CC(=O)N/N=C/c1cccs1
  0.0873 | -0.265 | 0.115 | 0.818 | -1.4 | 1033 | 3.2 | 8.9 | i | 7.3 | i | 2.2 | 2.6 | 0.9 | 0.07 | 1381 | -15.1% | 1.4 | 688
CN1CCN(c2ncnc3c2cnn3-c2ccc(Cl)cc2)CC1
  1.2 | 0.0102 | 0.662 | -0.614 | 0.9 | 1150 | 21.6 | 18.3 | · | · | i | 6.5 | 2.2 | 5.7 | -0.2 | 1034 | -44.1% | · | ·
COc1cc2[nH]c3c(Cl)ncnc3c2cc1OC
  -0.394 | -0.262 | -0.212 | 0.872 | 1.0 | 503 | 1.9 | 5.2 | i | -2.7 | i | 1.6 | 2.4 | 3.4 | -0.02 | 1277 | 5.4% | 1.2 | 640
CCn1c(=NC(=O)COc2ccccc2)sc2cccc(F)c21
  0.127 | -0.17 | 0.0281 | 0.0392 | -1.3 | 1308 | · | · | · | · | i | · | · | · | -0.11 | 1096 | 20.3% | 5.9 | 702
C=CC[N+]1(CC=C)CCOCC1
  -0.788 | -0.0661 | 0.0293 | 0.679 | -2.3 | 1081 | -13.4 | -10.4 | i | -8.5 | i | 1.3 | 1.4 | 7.2 | -0.07 | 1350 | -5.2% | 0.5 | 676
O=C(O)c1cccc2c1C(=O)N(C1CCCCC1)C2
  0.0351 | -0.195 | 0.1 | 0.0368 | · | · | 17.6 | 13.6 | i | 7.8 | i | 5.1 | 3.4 | 4.7 | -0.97 | 743 | 7.1% | · | ·
CSc1ccccc1NC(=O)NCCCl
  0.0771 | -0.3 | 0.265 | -0.0588 | -0.7 | 1155 | -6.4 | 5.5 | i | 11.5 | i | 7.0 | 2.3 | 7.7 | 1.18 | 603 | 17.3% | 9.1 | 651
COc1cc2[nH]c(=S)nc(NCc3ccccn3)c2cc1OC
  -1.43 | 0.723 | -0.52 | 0.998 | 1.3 | 1132 | 4.8 | 5.3 | i | 2.7 | i | 2.1 | 2.3 | 5.8 | 2 | 1334 | 12.8% | 4.4 | 672
COC(=O)c1ccc(NC(CC(C)C)C(=O)OC)c([N+](=O)[O-])c1 (stereo not drawn)
  0.0149 | -0.219 | 0.249 | -0.685 | -1.9 | 1125 | 23.7 | -12.4 | i | 8.0 | i | 1.6 | 2.1 | 9.4 | -0.04 | 1476 | 4.1% | 5.6 | 585
O=C(O)c1cccc(NS(=O)(=O)c2ccc(-c3ccc(S(=O)(=O)Nc4cccc(C(=O)O)c4)cc3)cc2)c1
  -0.387 | -0.382 | -0.197 | 0.327 | -1.7 | 1021 | -13.9 | -0.7 | i | -6.0 | i | 2.5 | 0.8 | 2.1 | 0.85 | 1672 | -5.7% | -1.4 | 670
COc1ccccc1/C=N/NC(=O)c1nnn(-c2nonc2N)c1CSC1=NCCS1
  -0.539 | -0.138 | -0.519 | -0.206 | 2.0 | 1102 | -9.6 | -10.8 | i | -54.9 | i | 1.9 | 3.5 | 9.7 | -0.13 | 1339 | -18.7% | -10.4 | 635
CC(=Nc1cccc(O)c1)c1sc2ccccc2c1O
  -0.915 | 1.07 | -0.382 | 0.599 | 1.1 | 1007 | 32.9 | 40.0 | i | -0.4 | i | 1.5 | 0.7 | 0.6 | -0.07 | 1321 | -217.8% | 7.3 | 684
O=C(CCCOc1ccc(Cl)cc1)NCC1CCCO1 (stereo not drawn)
  -0.676 | -0.256 | -1.14 | -0.0541 | -2.5 | 1279 | -10.1 | 0.2 | i | -6.2 | i | 3.7 | 1.5 | 1.9 | -0.03 | 1371 | 2.8% | · | ·
CCn1cc(CNC(=O)/C=C/c2cnn(C)c2)c(C)n1
  0.539 | -0.27 | 0.139 | -0.64 | · | · | -1.8 | 18.4 | i | 13.5 | i | 3.6 | 2.0 | 2.1 | 0.67 | 1326 | -8.3% | · | ·
CN(Cc1cccnc1)Cc1c(C(=O)N2CCc3ccccc3C2)nc2ccc(Cl)cn12
  0.0765 | -0.311 | 0.222 | 0.354 | 5.1 | 1015 | 13.7 | 14.2 | i | -7.7 | i | 4.1 | 1.7 | 7.1 | -1.03 | 1293 | 1.3% | -1.6 | 710
COc1ccc2[nH]c(C(=O)Nc3ccccc3Cl)cc2c1
  -0.151 | -0.273 | -0.309 | 0.874 | 6.1 | 1015 | · | · | · | · | i | · | · | · | · | · | -52.0% | -3.8 | 706
Cc1ccc(N(CC(=O)NCCSCc2ccco2)S(=O)(=O)c2ccc(C)cc2)cc1
  -0.62 | -0.24 | -0.713 | 1.18 | -1.0 | 1357 | 23.9 | 17.0 | i | -0.6 | · | 1.3 | 0.9 | 12.5 | -1.03 | 1651 | 6.4% | · | ·
CCOC(=O)C(O)C1CCc2c([nH]c3ccc(C)cc23)C1=O (stereo not drawn)
  -0.313 | -0.229 | -0.0542 | 0.264 | 4.9 | 987 | · | · | · | · | i | · | · | · | -0.1 | 1194 | -34.6% | -14.6 | 735
Cc1cc(C)cc(NC(=O)CSCc2cnn(-c3ccccc3)c2-n2cccc2)c1
  -0.919 | 0.0623 | -0.402 | 1.01 | -0.7 | 1132 | 31.6 | 2.0 | i | -0.6 | i | 1.5 | 1.0 | 4.8 | -0.04 | 898 | -2.2% | -41.6 | 743
